Compound activity from PubChem BioAssay.
Glyco luc inh: blocks N-linked glycosylation in D54 reporter cells; D54 ERlucT glycosylation luciferase reporter, 24 h; percent of 100 nM tunicamycin response; reporter increase, % at 12.5 µM; 360,000 compounds, 0.23% hits; AID 588692;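 active = mean luciferase reporter signal, scaled so untreated is 0 and the glycosylation-blocking control 100, at or above a set limit in every replicate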;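 note: luciferase carries N-glycosylation sites so blocking glycosylation raises the light; 0% = median of neutral control wells and 100% = median of 100 nM tunicamycin wells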
Cardio protect: modulators protecting cardiomyocytes from myocardial damage | AID 588492 | protection from H2O2 cell death, % at 20 µM | 360,000 compounds, 0.63% hits | H9c2 cardiomyocytes, H2O2 injury protection, ATPLite, 2 h;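 active = compounds giving at least 50% protection of heart cells from peroxide-induced death in the single-dose screen, raw or plate-pattern-corrected value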;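 note: 0% = DMSO wells with peroxide and 100% = DMSO wells without peroxide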
MC4R antagonist: antagonists of human melanocortin 4 receptor (MC4R). P32245. inhibition, % at 6.5 µM. MC4R-expressing cells, MTII-stimulated cAMP, LANCE TR-FRET. 360,000 compounds, 0.48% hits;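 active = inhibition above its plate's cutoff, the mean of tested wells on that plate plus 3 SD, cut at about 29% in these data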;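 note: 0% = Melanotan II alone and 100% = Melanotan II plus saturating MCL0020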
Target sequence (P32245 whole entry, looked up): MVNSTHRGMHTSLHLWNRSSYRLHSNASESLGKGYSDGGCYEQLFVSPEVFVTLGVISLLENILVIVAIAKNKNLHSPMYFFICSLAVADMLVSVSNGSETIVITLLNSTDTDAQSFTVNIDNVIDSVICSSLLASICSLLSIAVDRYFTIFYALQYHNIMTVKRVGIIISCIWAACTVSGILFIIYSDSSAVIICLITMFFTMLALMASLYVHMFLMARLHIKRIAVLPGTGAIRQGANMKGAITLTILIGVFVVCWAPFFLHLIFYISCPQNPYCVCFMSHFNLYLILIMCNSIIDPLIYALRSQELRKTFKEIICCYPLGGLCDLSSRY
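System: U2OS-MC4R stable cell line; Technique: Eu-cAMP/anti-cAMP TR-FRET, emission 671 nm; Repeats: single well per compound; Also added: Melanotan II; Dosing: one concentration, 6.5 µM nominal; Schedule: 30-min compound, 1-h challenge, 1-h detection, room temperature.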
m5-HT2A agonist: agonists of mouse serotonin 5-HT2A receptor (HTR2A); activation, % at 7.6 µM; 360,000 compounds, 0.66% hits; P35363; CHO-K1 mHTR2A beta-arrestin complementation, luminescence; percent of 30 µM serotonin response;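 active = activation above a run cutoff, the mean activation of all tested compounds plus 3 SD, cut at about 14% in these data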;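 note: 0% = plate median of compound wells and 100% = 30 µM serotonin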
CaV13 FRET inh: Primary screen for inhibitors of IQ motif and Ca2+-dependent inactivation inhibitor domain binding in CACNA1D, Förster resonance energy transfer in living cells, …; HEK cells, CFP/YFP FRET ICDI-IQ, plate reader, 10 min; percent FRET-ratio fall versus neutral wells; inhibition, % at 12.3 µM; 340,000 compounds, 0.098% hits; AID 743397;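 active = mean replicate inhibition of at least 30% and at least 1% of replicates passing that level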;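 note: 0% = median of the neutral control wells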
MC4R ag barr: activates human MC4R beta-arrestin recruitment | U2OS MC4R beta-arrestin complementation, luminescence; percent of melanotan II response, DMSO zero | 360,000 compounds, 0.98% hits | activation, % at 8.9 µM | AID 540308 | P32245;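 active = activation above a per-plate cutoff, the mean activation of sample wells on that plate plus 3 SD, cut at about 8% in these data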
ABCB6 inh MLPCN: human ABCB6 transporter inhibition; fluorescence ratio to DMSO, % at 10 µM; AID 602162; K562-ABCB6 porphyrin accumulation, flow cytometry, 1 h; stronger effect = lower value; Q9NP58; 360,000 compounds, 0.19% hits;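 active = fluorescence ratio to DMSO below 75%, the collection mean minus 3 SD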;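 note: signal is porphyrin accumulated inside mitochondria; 100% equals median channel fluorescence of DMSO control wells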
PDI turbidity: PDI (human) enzyme inhibition | P07237 | PDI insulin aggregation turbidity, A650, 90 min | inhibition, % at 10 µM | 350,000 compounds, 0.052% hits;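 active = mean inhibition across replicates of 30% or more, whatever share of single replicates reach that level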;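 note: absorbance from insulin aggregation driven by PDI reduction with DTT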
Target sequence (P07237 whole entry, looked up): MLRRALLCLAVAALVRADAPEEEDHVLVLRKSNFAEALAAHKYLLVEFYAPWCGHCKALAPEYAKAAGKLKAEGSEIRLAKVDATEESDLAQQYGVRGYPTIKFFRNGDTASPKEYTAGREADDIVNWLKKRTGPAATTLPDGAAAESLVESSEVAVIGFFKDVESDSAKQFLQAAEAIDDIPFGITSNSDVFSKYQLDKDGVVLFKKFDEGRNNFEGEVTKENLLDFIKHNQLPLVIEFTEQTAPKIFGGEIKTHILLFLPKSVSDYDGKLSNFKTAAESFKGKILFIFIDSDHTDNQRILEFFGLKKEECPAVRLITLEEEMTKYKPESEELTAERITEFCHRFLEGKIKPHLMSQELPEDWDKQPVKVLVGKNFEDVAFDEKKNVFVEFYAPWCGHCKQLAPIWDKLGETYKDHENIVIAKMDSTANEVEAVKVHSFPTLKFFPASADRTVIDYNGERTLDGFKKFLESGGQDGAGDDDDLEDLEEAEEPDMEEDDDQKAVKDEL
ABHD5 PLIN5 PPI: ABHD5-PLIN5 protein interaction inhibition. Split G. princeps luciferase complementation, luminescence, 4 h. inhibition, % at 4 µM. 360,000 compounds, 0.78% hits;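 active = inhibition above the mean inhibition across every tested compound plus 3 SD, cut at about 22% in these data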;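 note: 0% = DMSO only wells and the 100% control is not disclosed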
Exocytosis inh: lytic granule exocytosis inhibition | TALL-104 LAMP-1 surface exposure, flow cytometry; cells stimulated with thapsigargin and PMA | 360,000 compounds, 0.66% hits | inhibition, % at 10 µM;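 active = inhibition above about 55%, limit read from the data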
Numbers without * were called inactive; · = not tested or not shown.

Assay codes: A = Glyco luc inh; B = Cardio protect; C = MC4R antagonist; D = m5-HT2A agonist; E = CaV13 FRET inh; F = MC4R ag barr; G = ABCB6 inh MLPCN; H = PDI turbidity; I = ABHD5 PLIN5 PPI; J = Exocytosis inh
O=C(Nc1ccn(CCCNCC2CCCO2)c(=O)n1)OCc1ccccc1 (stereo unspecified)
  A = -1	B = 6	C = 6	D = -1	E = -6	F = -1.6	G = 99	H = 3	I = -10	J = 0

c1ccc(C2=Nn3c(nnc3-c3cccs3)SC2)cc1
  A = 3	B = 4	C = -1	D = -5	E = 2	F = -2.8	G = 97	H = -2	I = -3	J = 2

CC1CCN(C(=O)c2ccc3ccccc3c2)CC1
  A = -4	B = -5	C = -5	D = -2	E = -2	F = -0.4	G = 104	H = 4	I = -2	J = -10

O=C(NCc1ccncc1)c1cccc(S(=O)(=O)Nc2ccc(SC(F)F)cc2)c1
  A = 0	B = -8	C = 9	D = -8	E = -6	F = -1.8	G = 98	H = 3	I = -6	J = -2

COc1ccc2c(c1)OC13CCCCC1C2C(C(=O)c1ccccc1)C(=O)N3 (stereo unspecified)
  A = 0	B = -11	C = 13	D = -3	E = -5	F = 0.1	G = 95	H = 4	I = -3	J = 2

Cc1cc(C)cc(N(CC(=O)N2CCN(Cc3ccccc3)CC2)S(=O)(=O)c2c(C)noc2C)c1
  A = 1	B = -1	C = 1	D = 0	E = 6	F = 0.6	G = 100	H = 7	I = -1	J = -1

CN(C)C(CNC(=O)c1cccc(S(=O)(=O)Nc2ccc(Br)cc2)c1)c1ccco1 (stereo unspecified)
  A = 0	B = -4	C = 5	D = -11	E = -13	F = 2.4	G = 98	H = -5	I = 3	J = 0

Cc1nc(NC(=O)CSc2nnnn2C)sc1C
  A = -4	B = -2	C = -3	D = -2	E = -7	F = -0.1	G = 98	H = 4	I = 1	J = -1

CCCN(CC(=O)Nc1ccccc1C)C(=O)/C=C/c1ccc(OCC)c(OC)c1
  A = -1	B = -1	C = -8	D = 1	E = -6	F = 0.1	G = 94	H = 1	I = -5	J = -1

COc1ccc(OC)c(NC(=O)Cn2cc(C(=O)c3ccco3)c3ccccc32)c1
  A = -3	B = 6	C = 9	D = 1	E = -5	F = -2.1	G = 95	H = -3	I = 11	J = 5

Cc1ccc(C(c2sc3nc(C)nn3c2O)N2CC(C)OC(C)C2)cc1 (stereo unspecified)
  A = 2	B = -3	C = -2	D = -5	E = -6	F = -1.8	G = 90	H = 2	I = 0	J = -1

O=C(NN=C1CCCCCC1)C(=O)Nc1cccc(Br)c1
  A = 0	B = 5	C = 0	D = 4	E = -9	F = 5.4	G = 99	H = -16	I = -7	J = -1

CC1CCN(S(=O)(=O)N2CCC(C(=O)NCc3ccc(F)cc3Cl)CC2)CC1
  A = 0	B = -10	C = 10	D = -3	E = -11	F = 0.6	G = 93	H = -5	I = -3	J = 6

COc1n[nH]c(C(=O)NCc2ccccc2)c1[N+](=O)[O-]
  A = 1	B = -1	C = 3	D = -3	E = -3	F = -0.1	G = 104	H = 0	I = -6	J = -2

COc1cccc(-c2noc(CCC(=O)NC3CCCCC3)n2)c1
  A = 0	B = 0	C = 2	D = -3	E = ·	F = -0.6	G = 98	H = 5	I = -6	J = 0

CCOc1cc2c(C#N)c(N3CCNCC3)nc(N)c2c(N)n1
  A = 8	B = 1	C = 0	D = -2	E = -4	F = -0.4	G = 94	H = -4	I = -7	J = 0

COC(=O)CSc1nnc(-c2cccnc2)o1
  A = 3	B = 19	C = 2	D = 1	E = -6	F = -1.2	G = 87	H = 12	I = 3	J = 2

CN(Cc1nc2c(s1)CCCC2)C(=O)CCc1nnc(-c2ccccc2)o1
  A = 0	B = -5	C = 0	D = -3	E = -4	F = 2.4	G = 104	H = 6	I = 0	J = 0

O=S(=O)(Cc1ccccc1)NCCc1cccc(Cl)c1
  A = -1	B = 1	C = -7	D = 0	E = 6	F = -0.9	G = 103	H = 0	I = 2	J = 1

O=C(CSc1nnnn1C1CCCCC1)Nc1ccccc1F
  A = 1	B = 2	C = 4	D = 5	E = 4	F = -3.1	G = 94	H = 4	I = 3	J = -1

Cc1ccc2c(CC(=O)Nc3ccc4nc(N5CCOCC5)sc4c3)coc2c1
  A = 0	B = -4	C = 9	D = 10	E = -7	F = 1.5	G = 96	H = -1	I = 1	J = 17

Cc1nc2ccc(Br)cn2c1NC(C)(C)C
  A = -3	B = -4	C = 5	D = 2	E = -2	F = -1.9	G = 105	H = -3	I = -1	J = 0

CCOc1ccc(Br)cc1/C(C)=N\NC1=NCCN1
  A = 21	B = -28	C = -3	D = -4	E = 0	F = 1.7	G = 100	H = 4	I = 8	J = 3

Cc1cc(C2=NNC(=NCCc3ccccc3)SC2)c(C)n1CC1CCCO1 (stereo unspecified)
  A = -2	B = -18	C = -8	D = -6	E = 2	F = -1.9	G = 97	H = 1	I = -5	J = -1

CN(C)C(=O)N1CCN(c2nc(-c3ccccc3)cs2)CC1
  A = 0	B = -16	C = -7	D = 3	E = -5	F = 0.9	G = 93	H = -2	I = 3	J = 13

Cc1ccc(/C=N/NC(=O)Cn2ccc(C(F)(F)F)n2)o1
  A = 1	B = -3	C = 18	D = 0	E = 0	F = -1.3	G = 101	H = -9	I = 7	J = -2

Cc1ccc(C)c(CN2C(=O)c3ccccc3S(=O)c3ccc(C(=O)N4CCN(c5ccccn5)CC4)cc32)c1 (stereo unspecified)
  A = -14	B = 1	C = 5	D = -6	E = -3	F = -0.4	G = 99	H = 2	I = -10	J = 7

Cc1ccccc1NC(=O)Cn1nc(C(F)(F)F)cc1C1CC1
  A = -1	B = 5	C = 0	D = 0	E = -10	F = -1.5	G = 99	H = -4	I = 5	J = -2

COc1cccc(CN2CCC(Oc3ccc(C(=O)NCc4ccccn4)cc3)CC2)c1
  A = -5	B = 3	C = 5	D = -3	E = -3	F = -0.1	G = 100	H = -9	I = -6	J = -8

Cc1c(N(C(=O)c2ccccn2)C2(C(=O)NC3CCCCC3)CCCCC2)c(=O)n(-c2ccccc2)n1C
  A = -1	B = -1	C = 4	D = 2	E = -7	F = -0.3	G = 101	H = 1	I = -1	J = 4

CSc1nc(O)c(C(c2ccc(OC(C)C)cc2)c2c(O)nc(SC)[nH]c2=O)c(=O)[nH]1
  A = 2	B = 8	C = 23	D = -1	E = -4	F = 4.8	G = 105	H = 6	I = 15	J = 2

COc1cccc(C(=O)OCC(=O)N2CCc3ccccc32)c1OC
  A = 0	B = -7	C = -8	D = -2	E = -5	F = -3.6	G = 89	H = 1	I = 4	J = -5

Cc1nc(C(F)(F)F)c(C(=O)O)cc1-c1nc(-c2ccccc2)cs1
  A = 3	B = -1	C = 8	D = 1	E = -15	F = -0.8	G = 97	H = -3	I = 11	J = -4

Cc1nc2cc(NC(=O)CS(=O)(=O)c3ccccc3)ccc2s1
  A = 1	B = -1	C = -4	D = 14	E = -6	F = 1.3	G = 94	H = 9	I = 3	J = 9

Cc1ccc(N(CC(=O)NC2CCCC2)C(=O)CNC(=O)c2cccs2)cc1C
  A = -2	B = 2	C = 2	D = 5	E = -7	F = 0.0	G = 84	H = -5	I = -4	J = -6

CNC(=O)CSc1nc2ccccc2c(=O)n1C1CCCCC1
  A = 5	B = -4	C = -4	D = -1	E = -19	F = -1.3	G = 97	H = 4	I = -4	J = 0

Cc1cccc(C)c1-n1c(C)nn(CC2CC2)c1=O
  A = 1	B = 12	C = 18	D = 2	E = -4	F = -1.3	G = 100	H = 3	I = -2	J = -10

CCCN(CC(=O)Nc1ccccc1C)C(=O)c1ccc2[nH]c3c(c2c1)CC(C)CC3 (stereo unspecified)
  A = -10	B = -1	C = 8	D = 3	E = -19	F = -1.0	G = 92	H = -2	I = 4	J = -3

C/C(=N\Nc1ccc(C(F)(F)F)cc1[N+](=O)[O-])C(C)C
  A = -1	B = -15	C = 0	D = -3	E = -4	F = -1.9	G = 90	H = 5	I = -2	J = -8

CCOC(=O)C(NC(C)=O)C(=O)Nc1ccc(C(C)C)cc1 (stereo unspecified)
  A = 0	B = 2	C = -5	D = 3	E = -6	F = 0.4	G = 97	H = -4	I = 14	J = -1

O=S(=O)(Cc1cccc(C(F)(F)F)c1)c1ncn[nH]1
  A = 3	B = 0	C = 17	D = 1	E = -6	F = -4.0	G = 103	H = -1	I = -1	J = -5

O=C(Nc1cccc(S(=O)(=O)N2CCCCCC2)c1)c1ccc2ccccc2n1
  A = -3	B = -13	C = 4	D = -2	E = -5	F = -3.9	G = 102	H = -3	I = 0	J = -1

CCCc1n[nH]c2c1C(=O)CC(C)(C)C2
  A = 0	B = 11	C = -1	D = 5	E = -1	F = -0.4	G = 96	H = 7	I = -1	J = 1

COc1ccc(O)c(C(=O)c2cnc3c(c2)c(C)nn3CCO)c1
  A = 1	B = 8	C = 1	D = 1	E = -3	F = 0.5	G = 86	H = -5	I = 5	J = -8

CCCN1CNc2c(c(=O)[nH]c(=S)n2CCc2ccccc2)C1
  A = 1	B = 0	C = 10	D = -2	E = 3	F = -2.2	G = 93	H = 4	I = 1	J = 2

Cc1ccc(S(=O)(=O)NCCC(=O)OCC(=O)N2CCCC2=O)cc1
  A = 2	B = -2	C = 5	D = -7	E = -6	F = -1.6	G = 97	H = 8	I = 0	J = -1

O=C(CCc1ccccc1)Nc1nnc(-c2ccccn2)o1
  A = 2	B = -2	C = 1	D = 5	E = -6	F = -1.0	G = 98	H = -6	I = 2	J = 1

c1cncc(-c2nc3ccccc3s2)c1
  A = 1	B = -4	C = 0	D = 3	E = -6	F = 2.3	G = 97	H = 6	I = 5	J = -9

Cc1nonc1NC(=O)CSc1nc2cc(Cl)ccc2c2c1CCCC2
  A = -1	B = -12	C = 11	D = 8	E = -6	F = 5.8	G = 96	H = 25	I = 5	J = 11

Cc1nnc(NC(=O)c2ccccc2Br)s1
  A = 0	B = -4	C = 0	D = -1	E = ·	F = -0.6	G = 95	H = 7	I = -6	J = -2

O=C1C=CC(=O)N1c1ccc(-c2nc3ccccc3o2)cc1
  A = 4	B = -11	C = 27	D = 4	E = ·	F = -3.0	G = 99	H = -3	I = 8	J = 17

Cc1ccc(-n2c(Cn3nc(C(F)(F)F)cc3C)n[nH]c2=S)cc1
  A = 1	B = 5	C = 7	D = -3	E = -6	F = -3.6	G = 109	H = -13	I = -5	J = -1
